GLA spleen mod: inhibitors or activators of human alpha-galactosidase in spleen homogenate; P06280; human spleen homogenate, 4MU-alpha-Gal fluorescence, 40 min; Potency, µM (series often up to 80 µM), inactives show at the top dose activity change, negative = inhibition, hits mostly inhibitors; 240,000 compounds, 0.008% hits; AID 2107;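 also: potency is read from the fitted curve at half-maximal effect; 0% = enzyme with vehicle and -100% = no enzyme basal signal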
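Inhibition or activation of alpha-galactosidase in human spleen homogenate is scored by 4-MU fluorescence after 40 min at 37C, pH 5.0, with 1 mM substrate. AC50s come from concentration-response fitted to the Hill equation.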
TRb-SRC2 inh: TRbeta-SRC2 interaction inhibition. P10828. TRbeta-SRC2 peptide binding, fluorescence polarization; receptor liganded with 1 µM T3. Potency, µM (doses to about 106 µM), for the others: at the highest dose activity change, negative = inhibition, actives largely listed as inhibitors. 280,000 compounds, 0.065% hits. AID 1469;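 also: potency is read from the fitted curve at half-maximal effect; plate controls were bound peptide for no effect and peptide without receptor for full effect; nearly all actives have a fitted effect of over 50% in size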
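Fluorescence polarization of 20 nM Texas Red SRC2 peptide with 0.6 uM human TRb ligand-binding domain, in Tris buffer with 1uM T3 and 5% DMSO. Incubated 5 hr ambient; normalized to unbound and bound controls.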
NPSR antag: neuropeptide S receptor (human) antagonism, cAMP | Potency, µM (top dose mostly 38.3 µM), for inactives: at the highest dose activity change, negative = inhibition, usual class: inhibitors | Q6W5P4 | 220,000 compounds, 1% hits | CHO-NPSR cells, cAMP TR-FRET, antagonist mode; also: potency is read from the fitted curve at half-maximal effect; % is scaled to controls: 0 for no effect and ±100 for the full control effect; nearly all actives have a fitted effect of over 50% in size; many of its hits are not listed in these tables
Epigenetic reg: derepresses silenced GFP reporter in murine cells; murine LDR cells, GFP reporter derepression, 30 h; Potency, µM (series often up to 53.9 µM), inactives show top-dose GFP activation, hits mostly activators; 280,000 compounds, 0.2% hits; also: potency is read from the fitted curve at half-maximal effect; % of control where 0% means no effect; nearly all actives have a fitted effect of over 60% in size
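GFP-positive cell count by laser-scanning cytometry (objects 20–120 um) after 30 h, 37 C compound exposure of murine LDR cells; reporter is CMV-GFP integrated at a silenced locus, inducible by HDAC or DNMT inhibitors.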
Tau fluor cs: counter-screen for tau fibril formation inhibitors; AID 1463; Potency, µM (doses to about 57.7 µM), without a hit: top-dose activity change, negative = decrease; tau K18 P301L (four-repeat tau fragment) Alexa594 fluorescence, heparin fibrillization; 280,000 compounds, 0.93% hits; also: potency is read from the fitted curve at half-maximal effect; % is scaled to controls: 0 for no effect and ±100 for the full control effect; nearly all actives have a fitted effect of over 55% in size
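Human K18 P301L tau (15 uM unlabeled plus 0.24 uM Alexa 594-labeled, final) in 100 mM sodium acetate pH 7 was mixed with compound and 20 uM heparin and incubated 6 hr at 37 C.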
TR SRC2 fluor cs: counter-screen for TRb-SRC2 inhibitors: fluorescence interference. 280,000 compounds, 0.29% hits. TRb/SRC2 Texas Red total fluorescence interference. Potency, µM (series often up to 106 µM), without a hit: at the top dose fluorescence change, negative = quenching; active = well fitted curve in either direction with a large enough effect; inconclusive = small, poorly fitted or top-dose-only effect; also: potency is read from the fitted curve at half-maximal effect; % is scaled to controls: 0 for no effect and ±100 for the full control effect
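Human TRb ligand-binding domain at 0.6 uM with 20 nM Texas Red SRC2 peptide in Tris buffer containing 1 uM T3 and 5% DMSO, incubated with compound 5 h at ambient temperature. Total fluorescence (555/632 nm) calculated as parallel + 2 × perpendicular.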
Tau fibril FP: tau fibrillization inhibition (FP); P10636; AID 1468; 280,000 compounds, 0.39% hits; K18 P301L tau heparin fibrillization, Alexa594 FP, 6 h; Potency, µM (series often up to 57.7 µM), without a hit: at the top dose activity, negative = inhibition, most hits filed as inhibitors; also: potency is read from the fitted curve at half-maximal effect; % is scaled to controls: 0 for no effect and ±100 for the full control effect; nearly all actives have a fitted effect of over 55% in size
Target sequence (P10636 561-689 P618L limits assumed): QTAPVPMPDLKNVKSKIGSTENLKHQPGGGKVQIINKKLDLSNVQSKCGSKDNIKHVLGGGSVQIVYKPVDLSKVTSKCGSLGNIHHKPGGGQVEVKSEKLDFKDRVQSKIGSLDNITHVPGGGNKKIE
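Quantitative HTS format: compounds meet 15 uM recombinant K18 P301L tau and Alexa 594-tau tracer in 100 mM sodium acetate pH 7; 20 uM heparin triggers fibrillization at 37 C over 6 hr; FP gives the signal.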
CBFb RUNX1 block: blocks binding between human CBF-beta and RUNX1; AlphaScreen CBFb-His/RUNX1-biotin binding, biochemical; Potency, µM (doses to about 59.8 µM), inactives show top-dose activity, negative = inhibition, hits mostly inhibitors; 230,000 tested, under 10 active; AID 1477; also: % of control where 0% means no effect
Target sequence (Q01196 whole entry, looked up): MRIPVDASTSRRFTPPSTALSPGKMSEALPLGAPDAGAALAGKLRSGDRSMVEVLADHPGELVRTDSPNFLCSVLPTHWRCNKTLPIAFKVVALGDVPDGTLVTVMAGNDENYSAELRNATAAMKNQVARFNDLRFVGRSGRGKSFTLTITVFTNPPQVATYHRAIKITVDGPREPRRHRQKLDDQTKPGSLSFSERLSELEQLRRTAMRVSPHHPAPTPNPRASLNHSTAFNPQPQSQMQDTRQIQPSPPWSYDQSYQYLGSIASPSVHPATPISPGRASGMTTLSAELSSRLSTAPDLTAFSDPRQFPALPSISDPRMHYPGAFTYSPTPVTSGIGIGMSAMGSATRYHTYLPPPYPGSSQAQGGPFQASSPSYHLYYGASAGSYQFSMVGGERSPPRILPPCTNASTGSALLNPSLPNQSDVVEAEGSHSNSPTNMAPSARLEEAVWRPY
Target sequence (Q13951 whole entry, looked up): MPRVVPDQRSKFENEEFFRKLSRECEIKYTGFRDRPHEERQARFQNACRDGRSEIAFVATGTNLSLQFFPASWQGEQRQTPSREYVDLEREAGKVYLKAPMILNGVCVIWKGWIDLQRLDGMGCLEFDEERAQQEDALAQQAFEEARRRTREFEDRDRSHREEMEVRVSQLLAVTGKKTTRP
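Proteins preincubated together for 20 min at RT before compound addition; 15 min later, nickel and streptavidin beads were added and left 90 min prior to AlphaScreen measurement.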
The depositor's hits bear a star; ? = inconclusive; nt = no result given; & = joins results of further samples; [ ] = remark or other dose. Unless noted, calls follow the shape of the dose curve; as a rule, active = well fitted curve in the direction sought with a large enough effect; inconclusive = small, poorly fitted or top-dose-only effect, or another doubt; inactive = no such curve, though single readings can be large; an effect the other way counts as inactive or inconclusive. An excerpt, so the mix of outcomes need not match the whole.

no.	compound	Tau fluor cs	Epigenetic reg	NPSR antag	TR SRC2 fluor cs
1	COc1cc(/C=C(\C#N)C(=O)c2c(C)[nH]c3ccccc23)cc(OC)c1OC	-22.2%	-0.9%	?	-0.7%
2	O=S(=O)(c1ccc(Cl)c(C(F)(F)F)c1)N1CCN(c2ccccn2)CC1	-15.9%	-0.2%	-10.1%	-2.0%
3	COc1ccc(-c2coc3cc(O)ccc3c2=O)cc1	-7.9%&-12.2%	-1.1%&-1.3%	nt	-0.7%&-3.5%
4	c1cnc(NC2CCCCCC2)nc1	1.0%	-0.9%	3.2%[46.1 µM]	-2.6%
5	COc1ccc(S(=O)(=O)N2CCCCCC2)cc1C(=O)OCC(=O)Nc1cc(C)on1	-4.4%	3.0%	6.8%	1.2%
6	COC(=O)c1cc2nc(-c3ccccc3)cc(C(F)(F)F)n2n1	-3.6%	-1.2%	-7.7%[46.1 µM]	1.1%
7	C=CCc1cccc2cc(C(=O)N3CCN(c4ccccn4)CC3)c(=O)oc12	-12.1%	-3.2%	-11.3%	-1.9%
8	O=C(CS(=O)(=O)c1ccc(Cl)cc1)NCCS(=O)(=O)c1ccc(Cl)cc1	-2.3%	-1.7%	3.0%	-0.1%
9	CCS(=O)(=O)Nc1ccc(C2=NN(S(=O)(=O)c3ccc(F)cc3)C(c3ccco3)C2)cc1 (stereo not given)	?	5.2%	-28.6%[46.1 µM]	3.1%
10	CC1=Nc2ccccc2N=C(NC(=O)/C=C/C(=O)O)C1c1ccccc1 (stereo not given)	-1.0%	-0.1%	13.7%	3.1%

no.	GLA spleen mod	CBFb RUNX1 block	Tau fibril FP	TRb-SRC2 inh
1	-2.9%	-8.1%	-0.6%	0.2%
2	-2.2%	-1.3%	?	-0.2%
3	8.4%&4.1%	2.2%[21.7 µM]	-0.2%&-16.3%	-1.7%&-8.6%
4	-1.7%	4.3%	-6.2%	1.6%
5	6.6%	0.2%	7.5%	-1.8%
6	9.8%	8.0%	-7.7%	-7.4%
7	-1.5%	-7.7%	-3.2%	-3.9%
8	-0.9%	16.7%	-2.2%	-2.7%
9	0.2%	-6.4%	-9.9%	5.1%
10	10.8%	2.5%	-2.8%	-0.8%

(cont.)
no.	compound	Tau fluor cs	Epigenetic reg	NPSR antag	TR SRC2 fluor cs
11	O=C(COC(=O)CCCN1C(=O)c2cccc3cccc(c23)C1=O)Nc1cccc(Br)c1	?	1.1%	-6.9%	0.5%
12	CC(=O)CCS(=O)(=O)c1ccc(Oc2ccc(S(=O)(=O)CCC(C)=O)cc2)cc1	0.8%	-1.0%	4.2%[46.1 µM]	3.1%
13	CN1c2ccccc2-c2nc3ccccc3n2C1c1ccco1 (stereo not given)	-21.0%	-1.9%	?	-1.1%
14	Cc1nnc(SCc2ccon2)n1-c1ccccc1	-0.4%	-1.0%	6.5%[46.1 µM]	-1.0%
15	NNC(=O)CNS(=O)(=O)c1ccc([N+](=O)[O-])cc1	-4.5%	-1.9%	19.8%	-2.1%
16	CC(CCc1ccccc1)NC(=O)c1ccc2nc(N3CCOCC3)sc2c1 (stereo not given)	1.1%	3.5%	17.5%	0.1%
17	Cc1ccc(-n2nc3c(=O)n(CCCC(=O)NCc4ccccc4C)nc(C)c3c2C)cc1	13.2%	0.9%	nt	0.4%
18	CCCN(C(=O)c1cc2c(s1)-c1c(C)cccc1OC2)c1ccc(OCC)cc1	-6.9%	0.8%	nt	-0.4%
19	O=C1C(c2ccc(F)cc2)N(Cc2ccccc2Cl)C(=O)CN1C1CCCCC1 (stereo not given)	-11.1%	0.6%	nt	-3.0%
20	CC(=O)Nc1cc(ON=C(C)C)cc([N+](=O)[O-])c1	2.1%	-3.8%	-4.5%	-3.1%

no.	GLA spleen mod	CBFb RUNX1 block	Tau fibril FP	TRb-SRC2 inh
11	-3.2%	-10.8%	?	-10.6%
12	-6.9%	0.4%	5.2%	-5.5%
13	?	23.2%	-8.9%	-7.6%
14	-7.1%	1.5%	-8.0%	-3.3%
15	7.1%	?	-9.1%	-1.8%
16	-2.0%	4.4%	?	0.1%
17	nt	nt	7.2%	-3.9%
18	nt	nt	-2.2%	-3.7%
19	nt	nt	-7.0%	-4.9%
20	7.5%	-5.4%	9.1%	-4.7%

Next part
no.	compound	Tau fluor cs	Epigenetic reg	NPSR antag	TR SRC2 fluor cs
21	CCOc1ccc(OC(=O)NC(c2ccccc2)C(Cl)(Cl)Cl)cc1 (stereo not given)	-16.5%	-1.0%	-28.0%[46.1 µM]	-3.3%
22	CC1CCc2c(nc3ncnn3c2N2CC(C)OC(C)C2)C1 (stereo not given)	-9.4%	1.9%	-11.4%[46.1 µM]	0.7%
23	COc1ccccc1/C=N/NC(=O)C(=O)N1CCN(c2ccccc2OC)CC1	-1.7%	-4.8%	4.8%	-2.4%
24	O=c1oc2c(CN3CCCCC3)c(O)ccc2c2c1CCCC2	-5.6%	-1.7%	4.2%[46.1 µM]	0.5%
25	CCOC(=O)c1nnn(CC(=O)Nc2cccc(F)c2)c1C(=O)OCC	-13.6%	-1.0%	-5.0%[46.1 µM]	-0.7%
26	O=C(CCC1CCCC1)Nc1ccccc1-c1ccccc1	-11.7%	1.6%	?	-2.3%
27	Cc1ccc(SCC(CC(C)C)N2CCN(CCc3ccccc3)CCC2=O)cc1 (stereo not given)	nt	nt	nt	-2.9%
28	O=C(CCC(=O)N1CC2CCCN2c2ccccc21)NCc1ccccc1Cl (stereo not given)	-21.7%	1.5%	nt	-3.3%
29	C/C(=N\Nc1ccc(C#N)cc1[N+](=O)[O-])c1ccc(C)o1	-12.9%	0.0%	22.1%	0.9%
30	CCOC(=O)c1c(NC(=O)c2cc3nc(-c4ccc(OC)cc4)cc(C(F)(F)F)n3n2)sc2c1CCC(C)C2 (stereo not given)	3.0%	-1.3%	nt	0.5%

no.	GLA spleen mod	CBFb RUNX1 block	Tau fibril FP	TRb-SRC2 inh
21	-1.8%	-1.0%	-2.0%	4.1%
22	-2.9%	-0.8%	-2.6%	-19.3%
23	2.2%	-1.4%	-3.5%	0.0%
24	?	-5.1%	1.3%	-15.4%
25	8.4%	-3.2%	-12.2%	-2.3%
26	-3.9%	-4.7%	15.0%	-0.7%
27	-7.8%	13.6%	nt	14.3%
28	nt	nt	5.7%	-3.5%
29	2.3%	-1.2%	4.7%	0.6%
30	nt	nt	-0.5%	1.2%

Single records, from the list above. Screens in order: Tau fluor cs | Epigenetic reg | NPSR antag | TR SRC2 fluor cs | GLA spleen mod | CBFb RUNX1 block | Tau fibril FP | TRb-SRC2 inh
O=C(COC(=O)CCCN1C(=O)c2cccc3cccc(c23)C1=O)Nc1cccc(Br)c1 across the screens: ? | 1.1% | -6.9% | 0.5% | -3.2% | -10.8% | ? | -10.6%
Cc1nnc(SCc2ccon2)n1-c1ccccc1 across the screens: -0.4% | -1.0% | 6.5%[46.1 µM] | -1.0% | -7.1% | 1.5% | -8.0% | -3.3%

Carrying on.
no.	compound	Tau fluor cs	Epigenetic reg	NPSR antag	TR SRC2 fluor cs
31	c1ccc(CC2CCN(c3nc4ccccc4n4cnnc34)CC2)cc1	-29.9%	7.3%	-23.3%[46.1 µM]	0.9%
32	CC(C)CNC(=O)C1CCCN(C(=O)NCc2ccccc2)C1 (stereo not given)	1.1%	0.0%	-2.6%	-0.4%
33	COc1ccccc1OCC(=O)NC1CC(=O)N(c2ccc3c(c2)OCCO3)C1 (stereo not given)	-6.8%	0.5%	nt	0.3%
34	O=C(COc1ccc2ccccc2c1Br)Nn1cnnc1	10.7%	1.8%	18.5%[46.1 µM]	-5.8%
35	CCC(=O)N1CCc2cc(S(=O)(=O)NC(Cc3ccccc3)C(=O)NC3CCCCC3C)ccc21 (stereo not given)	0.7%	-0.8%	-18.9%[46.1 µM]	-6.4%
36	O=C(NCc1ccco1)c1ccc2c(c1)N(Cc1ccccc1F)C(=O)c1ccccc1S2(=O)=O	?	0.0%	nt	?
37	CCc1c(C(=O)NCc2ccc3c(c2)OCO3)[nH]c(C)c1C(C)=O	-1.3%	-0.9%	-1.7%[46.1 µM]	-1.8%
38	COc1ccc(OC)c(NC(=O)CN(c2ccc(C)cc2)S(=O)(=O)c2c(C)noc2C)c1	?	-1.1%	?	2.3%
39	COc1ccc(C2c3ccc4ccccc4c3Oc3ncn(CCN4CCOCC4)c(=N)c32)cc1OC (stereo not given)	-1.4%	2.9%	56.6%	-1.0%
40	O=S(=O)(Nc1ccccc1N1CCCCC1)c1ccc(Cl)s1	-29.8%	2.9%	-29.0%[46.1 µM]	0.8%

no.	GLA spleen mod	CBFb RUNX1 block	Tau fibril FP	TRb-SRC2 inh
31	10.4%	-3.3%	-1.3%	-5.8%
32	9.9%	8.5%	2.5%	0.5%
33	nt	nt	-6.9%	-7.8%
34	-3.2%	3.3%	9.2%	-2.2%
35	-0.7%	-14.2%	8.6%	2.4%
36	nt	nt	?	-4.3%
37	-10.4%	-1.1%	2.2%	-8.7%
38	0.0%	-6.0%	12.2%	1.2%
39	6.2%	-12.5%	-1.6%	1.5%
40	-9.1%	-6.2%	-2.5%	-14.1%

(cont.)
no.	compound	Tau fluor cs	Epigenetic reg	NPSR antag	TR SRC2 fluor cs
41	COc1ccccc1N1CCN(c2cc(C)nc3nc(-c4ccc(C)cc4)nn23)CC1	-0.9%	5.8%	nt	0.2%
42	CCOC(=O)c1c(C)[nH]c(C)c1S(=O)(=O)NCC(=O)Nc1cccc(SC)c1	-13.9%	1.6%	nt	-1.0%
43	O=C(N1CCOCC1)N1CCN(c2ccccc2)CC1	1.5%	-0.9%	-5.3%[46.1 µM]	0.3%
44	COc1ccc(C(CNC(=O)Cc2ccccc2F)N2CCCCC2)cc1 (stereo not given)	-1.4%	-2.2%	-12.0%	-3.0%

no.	GLA spleen mod	CBFb RUNX1 block	Tau fibril FP	TRb-SRC2 inh
41	nt	nt	1.2%	-13.3%
42	nt	nt	-1.7%	-1.9%
43	-10.4%	-1.2%	-1.2%	-14.2%
44	-13.0%	13.4%	-5.9%	-2.7%

Screening data from PubChem.
